Source: PubChem (National Center for Advancing Translational Sciences (NCATS))
POLK inh: inhibitors of human DNA polymerase kappa. AID 588579. purified Pol kappa, fluorescent DNA synthesis assay, 10 min. 400,000 tested, 0.53% active. Potency, µM (series often up to 107 µM), for inactives: top-dose activity, negative = inhibition, most hits filed as inhibitors; also: % is scaled to controls: 0 for no effect and ±100 for the full control effect
Target sequence (Q9UBT6 whole entry, looked up): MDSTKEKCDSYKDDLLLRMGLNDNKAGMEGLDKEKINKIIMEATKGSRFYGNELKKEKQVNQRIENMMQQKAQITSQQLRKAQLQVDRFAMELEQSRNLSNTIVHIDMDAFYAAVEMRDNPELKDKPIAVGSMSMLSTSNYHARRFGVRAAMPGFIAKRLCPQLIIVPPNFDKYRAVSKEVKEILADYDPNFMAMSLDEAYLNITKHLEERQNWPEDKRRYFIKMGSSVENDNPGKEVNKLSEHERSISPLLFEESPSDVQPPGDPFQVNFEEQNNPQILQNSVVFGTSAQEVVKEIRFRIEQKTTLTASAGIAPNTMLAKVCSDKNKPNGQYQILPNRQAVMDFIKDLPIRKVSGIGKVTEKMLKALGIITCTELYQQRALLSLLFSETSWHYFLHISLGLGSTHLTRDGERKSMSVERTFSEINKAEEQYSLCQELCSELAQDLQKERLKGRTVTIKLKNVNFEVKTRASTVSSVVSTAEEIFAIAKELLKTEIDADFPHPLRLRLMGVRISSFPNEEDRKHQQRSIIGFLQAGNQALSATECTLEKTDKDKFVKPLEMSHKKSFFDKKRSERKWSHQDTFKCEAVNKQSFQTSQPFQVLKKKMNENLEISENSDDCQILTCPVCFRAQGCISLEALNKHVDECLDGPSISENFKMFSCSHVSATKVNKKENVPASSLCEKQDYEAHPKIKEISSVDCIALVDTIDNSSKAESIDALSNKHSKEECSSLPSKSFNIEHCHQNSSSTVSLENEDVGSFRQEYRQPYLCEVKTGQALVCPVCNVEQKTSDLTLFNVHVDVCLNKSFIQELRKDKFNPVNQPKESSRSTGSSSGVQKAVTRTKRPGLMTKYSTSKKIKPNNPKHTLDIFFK
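Inhibition of 10 nM Pol kappa is measured by a fluorescent read-out at 0 and 10 min following addition of 50 nM substrate (final), with a 15-min room-temperature compound preincubation.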
G9a block: blocks human histone lysine methyltransferase G9a; Q96KQ7; G9a H3K9 monomethylation, AlphaScreen, 2 h; Potency, µM (titrated, usually from 102 µM), without a hit: at the highest dose activity, negative = inhibition, hits mostly inhibitors; 350,000 tested, 8.8% active; also: % is scaled to controls: 0 for no effect and ±100 for the full control effect; nearly all actives have a fitted effect of over 75% in size
Target sequence (Q96KQ7 913-1193 limits assumed): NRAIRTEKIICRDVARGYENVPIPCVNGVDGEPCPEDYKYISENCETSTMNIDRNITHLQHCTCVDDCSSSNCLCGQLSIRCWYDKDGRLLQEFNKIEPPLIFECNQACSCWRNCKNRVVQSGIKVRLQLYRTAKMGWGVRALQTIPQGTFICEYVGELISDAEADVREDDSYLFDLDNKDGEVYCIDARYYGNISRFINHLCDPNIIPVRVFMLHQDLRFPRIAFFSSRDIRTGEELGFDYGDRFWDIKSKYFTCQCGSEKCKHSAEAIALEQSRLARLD
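Chemiluminescent proximity detection of H3K9 monomethylation, read after 10 min bead incubation in the dark. Reaction: 20 nM G9a, 500 nM biotin-H3K9 peptide, 20 uM SAM cofactor, 2 h, room temperature, following 15 min enzyme-compound preincubation.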
POLH inh: blocks human DNA polymerase eta activity; Q9Y253; recombinant Pol eta, fluorescent DNA replication assay; Potency, µM (highest dose often 114 µM), without a hit: at the top dose activity change, negative = inhibition, most hits filed as inhibitors; 390,000 tested, 1.2% active; AID 588591; also: % is scaled to controls: 0 for no effect and ±100 for the full control effect
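Pol eta at 10 nM preincubated with compounds 15 min at room temperature; reaction started with fluorescent substrate (50 nM final) and read kinetically at 0 and 10 min.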
APEX1 inh: inhibitors of human APE1 endonuclease; P27695; AID 2517; Potency, µM (series often up to 65.8 µM), for the others: at the highest dose activity change, negative = inhibition, actives largely listed as inhibitors; recombinant APE1, TAMRA/BHQ-2 abasic DNA cleavage fluorescence; 350,000 tested, 0.35% active;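 also: plate controls were vehicle for no effect and reference inhibitor for full effect; nearly all actives have a fitted effect of over 55% in size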
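Kinetic fluorescence read (525 ex/598 em nm, three reads 60 s apart) of AP-site incision; signal = third minus first read. Enzyme 0.75 nM, dual-labelled THF duplex 50 nM, compound preincubation 15 min RT.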
POLB inh: inhibitors of human DNA polymerase beta; Potency, µM (doses to about 114 µM), for the others: top-dose activity change, negative = inhibition, usual class: inhibitors; 340,000 tested, 1.3% active; Pol beta primer extension/strand displacement, fluorescence kinetic; AID 485314; P06746; also: % is scaled to controls: 0 for no effect and ±100 for the full control effect
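Homogeneous kinetic assay of primer extension and strand displacement by 10 nM Pol beta, preincubated 15 min at room temperature with compound before 50 nM substrate (final) was added. Read at 0 and 10 min; four-parameter Hill fit.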
BLM inh: inhibitors of human Bloom syndrome helicase BLM; recombinant BLM DNA unwinding, fluorescence dequenching; Potency, µM (top dose mostly 56.1 µM), for inactives: at the highest dose activity change, negative = inhibition, usual class: inhibitors; 350,000 tested, 0.2% active;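 also: plate controls were vehicle for no effect and no enzyme for full effect; nearly all actives have a fitted effect of over 35% in size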
JMJD2A Tudor: inhibitors of human JMJD2A Tudor domain. AID 504339. Potency, µM (top dose mostly 114 µM), inactives show at the top dose activity change, negative = inhibition, most hits filed as inhibitors. 390,000 tested, 4.4% active. AlphaScreen JMJD2A-Tudor / H3K4me3 peptide binding; also: % is scaled to controls: 0 for no effect and ±100 for the full control effect; nearly all actives have a fitted effect of over 50% in size
POLI inh: blocks human DNA polymerase iota activity; Pol iota fluorescent replication assay, 10 min; AID 588590; 390,000 tested, 1% active; Potency, µM (doses to about 115 µM), without a hit: at the highest dose activity, negative = inhibition, usual class: inhibitors; Q9UNA4
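Fluorescent replication assay read twice, at 0 min and 10 min after adding 50 nM (final) substrate. Enzyme (10 nM) and compounds were first incubated 15 min at room temperature; enzyme-free buffer wells were negative controls.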
BAZ2B inh: BAZ2B (human) inhibition. Q9UIF8. AlphaScreen BAZ2B-H3K14Ac peptide displacement. Potency, µM (series often up to 114 µM), for inactives: top-dose activity change, negative = inhibition, most hits filed as inhibitors. 360,000 tested, 4.4% active. AID 504333; also: % is scaled to controls: 0 for no effect and ±100 for the full control effect; nearly all actives have a fitted effect of over 60% in size
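BAZ2B (50 nM) with biotin-H3(5-23)K14Ac peptide (50 nM) in PBS pH 7.4, 0.01% Tween-20, preformed 30 min, then compound 30 min at room temperature; top concentration 110uM. AlphaScreen streptavidin donor/nickel chelate acceptor beads (10 ug/mL final), 20 min dark, signal read.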
* = called active by the depositor; ? = inconclusive; · = not tested or not shown; & = joins results of further samples; [ ] = remark or other dose. Calls follow the shape of the dose curve; as a rule, active = well fitted curve in the direction sought with a large enough effect; inconclusive = small, poorly fitted or top-dose-only effect, or another doubt; inactive = no such curve, though single readings can be large; an effect the other way counts as inactive or inconclusive. Potency is read from the fitted curve at half-maximal effect. Some of the compounds tested. The share of hits here may be higher or lower than overall.

SMILES	POLK inh	G9a block	POLH inh	APEX1 inh	POLB inh	BLM inh	JMJD2A Tudor	POLI inh	BAZ2B inh
CCN(CC)S(=O)(=O)c1cccc(N=Nc2c(O)c3ccccc3oc2=O)c1	0%	?	-5%	2%	18%	-1%	?	-14%	?
CCOc1ccccc1NC(=O)c1cc2cc3cc(C)ccc3nc2s1	-4%[60.1 µM]	9%[59 µM]	-12%	·	-21%	1%	-15%	5%	2%
COc1ccc(OC)c(S(=O)(=O)N2CCC(C(=O)Nc3cccc(C)c3C)CC2)c1	-9%	20%[12.7 µM]	3%	0%	27%	1%	-15%	2%	-1%
S=C(NCC1CCCO1)Nc1ccc(Cl)cc1Cl (stereo not given)	-18%	?	-8%	-2%	-1%	3%	-21%	14%	-1%
CC(C)NS(=O)(=O)c1ccc(NC(=O)C(C)OC(=O)CCC2CCCCC2)cc1 (stereo not given)	-9%	?	-24%	-13%	·	·	-25%	10%	2%
CCOC(=O)c1cc(-c2ccccc2)sc1NC(=O)C(C)Sc1nnc(N)s1 (stereo not given)	-23%	-4%[59 µM]	-9%	?	-19%	-23%	-26%	-8%	?
COc1ccc(/C=C(/NC(=O)c2ccccc2Cl)C(=O)NCCCC(=O)O)cc1	2%	-1%	0%	1%	8%	-2%	-5%	55%[activator]	-15%
CC(C)=CCc1c(-c2ccc(O)cc2O)oc2c3c(cc(O)c2c1=O)OC(C)(C)C=C3	-14%	·	-14%	·	·	·	?	-11%	·
O=C(Nc1ccc(Cl)cc1)ON=C1CCCC1	-8%	-8%[59 µM]	-12%	1%	8%	4%	5%	-5%	10%
CC(O)C(=O)N/N=C/c1ccccc1C(=O)O (stereo not given)	4%	6%	-6%	9%	38%	-2%	-9%	39%[activator]	8%
CSc1nccn1CC(=O)Nc1ccc(F)cc1	2%	58%[activator][59 µM]	-10%	-1%	4%	0%	1%	7%	-2%
COc1ccc(C(=O)OC/C(O)=C(\C#N)c2nc3ccccc3[nH]2)cc1S(=O)(=O)N1CCOCC1	-15%	79µM*	?	-1%	43%	-1%	-10%	1%	2%

As a short view, part of the list above:
SMILES	POLK inh	G9a block	POLH inh	APEX1 inh	POLB inh	BLM inh	JMJD2A Tudor	POLI inh	BAZ2B inh
CSc1nccn1CC(=O)Nc1ccc(F)cc1	2%	58%[activator][59 µM]	-10%	-1%	4%	0%	1%	7%	-2%
COc1ccc(C(=O)OC/C(O)=C(\C#N)c2nc3ccccc3[nH]2)cc1S(=O)(=O)N1CCOCC1	-15%	79µM*	?	-1%	43%	-1%	-10%	1%	2%

Following part.
SMILES	POLK inh	G9a block	POLH inh	APEX1 inh	POLB inh	BLM inh	JMJD2A Tudor	POLI inh	BAZ2B inh
CCC(C)/C(C)=N/NC(=O)CNS(=O)(=O)c1ccc([N+](=O)[O-])cc1 (stereo not given)	2%	-24%	-7%	-9%	29%	-2%	-23%	-12%	13%
CCCC1C2C(=O)N(c3cccc(C)c3)C(=O)C2ON1c1ccccc1 (stereo not given)	-6%	·	10%	13%	42%	0%	-14%	24%	3%
COC(=O)C1=C(CSc2nccn2C)NC(=O)NC1c1cc(C)ccc1C (stereo not given)	-2%	-35%[59 µM]	-19%	3%	13%	-4%	-13%	46%[activator]	-11%
Cc1cc(C)cc(N2C(=O)CN(Cc3sccc3C)C2=S)c1	-14%	-3%[59 µM]	-9%	-28%	47%	-10%	-14%	7%	-4%
CC1CCN(C(=O)/C(=C\c2cccs2)NC(=O)c2ccccc2)CC1	-9%	?	-18%	4%	-9%	-6%	-2%	100%[activator]	-27%
CCCC(C)NC(=O)c1ccc(C2SCC(=O)N2Cc2ccco2)cc1 (stereo not given)	0%	-41%[59 µM]	?	-1%	5%	-3%	-16%	27%	-8%
COc1ccc(CCN2C(=O)c3cccc4c(C(=O)N5CCCCC5)ccc(c34)C2=O)cc1OC	-2%	?	-18%	11%	68%	-1%	-20%	24%	-13%
N=C1/C(=C/c2cccn2CCOc2ccccc2)C(=O)N=C2SC=C(c3ccccc3)N12	6%	-4%[59 µM]	-18%	10%	1%	-6%	-33%	11%	-11%
Cc1cc(Cl)ccc1OCC(=O)OCC(=O)N1CCC(C(N)=O)CC1	-5%	-9%[12.7 µM]	-2%	-12%	·	·	7%	2%	-2%
COC(=O)N/N=C(\C)c1ccc(OC(F)F)cc1	-5%	-12%	-10%	-7%	0%	-5%	-3%[57.1 µM]	136%[activator]	-8%
Cc1cc(S(=O)(=O)Nc2cccnc2)c(C)s1	-3%	-29%	5%	-2%	65%	-3%	-8%	9%	-11%
CCSc1nnc(NC(=O)c2cccc(OCc3c(C)noc3C)c2)s1	-15%	-1%[2.33 µM]	-2%	?	4%	-7%	-4%[57.1 µM]	22%	14%
COc1cccc(NC(=O)c2ccc3[nH]c(C)cc(=O)c3c2)c1	11%	?	-11%	·	1%	-2%	-14%	20%	-27%
CCCNC(=S)N1CCCC(c2nc3ccccc3[nH]2)C1 (stereo not given)	-2%	-29%	-6%	5%	32%[activator]	0%	-7%	83%[activator]	-20%
COc1cc(/C=N/NC(=O)c2ccc(C)nc2)cc([N+](=O)[O-])c1O	-16%	?	-6%	24%	4%	-3%	-17%	-3%	?
CCCCNC(=O)CCCN1C(=O)c2cccnc2Sc2ccccc21	-3%	?	-8%	7%	29%	0%	-1%	-13%	12%
Cc1c(NC(=S)NC(=O)c2ccco2)cccc1-c1nc2ncccc2o1	-10%	·	?	2%	?	-18%	?	71%[activator]	?
CC(C)(C)c1[nH]nc2c1C(c1ccccc1OC(=O)N1CCOCC1)C(C#N)=C(N)O2 (stereo not given)	-2%	·	-12%	1%	-4%	0%	0%	4%	-1%
Cc1nn(C)c(C)c1S(=O)(=O)N1CCCC(C(=O)NC2CCCCCC2)C1 (stereo not given)	2%	11%	-27%	-4%	0%	3%	-22%	14%	-3%
COc1cccc(C2C(C(=O)NCc3ccccc3)=C(C)Nc3ncnn32)c1 (stereo not given)	-18%	0%	2%	1%	18%	0%	-19%	-2%	-1%
Cc1oc(-c2ccccc2F)nc1CS(=O)(=O)CC(=O)NCCCc1ccccc1	-13%	-10%[59 µM]	-6%	-4%	?	0%	-22%	-3%	12%
COc1ccccc1N1CCN(CC(O)COc2ccc(S(=O)(=O)N3CCOCC3)cc2)CC1 (stereo not given)	-10%	5%[59 µM]	-9%	14%	28%	-2%	-16%	?	-4%
COc1ccc(S(=O)(=O)NC2CC(C)(C)NC(C)(C)C2)c(C)c1C	·	11%[59 µM]	·	-4%	41%	2%	·	·	13%
COC(=O)c1cc2n(n1)CCN(Cc1cccc(OC)c1)C2=O	-2%	26%	-4%	-3%	2%	-5%	-8%	62%[activator]	-10%
Cc1ccc(C(=O)NN=Cc2ccc3c(c2)OCO3)cc1	-7%	·	-15%	·	·	·	-15%	43%[activator]	·
Cc1ccc(CNC(=O)CN2C(=O)COc3ccc(S(=O)(=O)N4CCC(C)CC4)cc32)cc1	-8%	?	-12%	·	-19%	-3%	-5%	10%	0%
O=S(=O)(NCCc1ccccc1)c1ccccc1Br	-1%	·	·	20%	·	2%	6%	0%	·
Cc1cc(C)c(C(=O)CN2C(=O)NC3(CCCCC3)C2=O)cc1C	-7%	-2%	-2%	0%	-3%	-2%	-13%	-6%	-19%
Cc1cc(C)c(NC(=O)C2CCCO2)c(C)c1NC(=O)C1CCCO1 (stereo not given)	-17%	5%	2%	40%	-1%	2%	-9%	18%	2%
CC(C)c1ccc(/C=C/C(=O)NC(=S)Nc2ccc(CN3CCOCC3)cc2)cc1	-7%	-17%[59 µM]	-10%	-7%	22%	-10%	?	-5%	?
COc1cc(NS(=O)(=O)c2c(C)[nH]c(C)c2C(=O)N2CCCC2)cc(OC)c1OC	4%	-8%	-8%	41%	22%	1%	-14%	34%[activator]	-4%
CC(C(=O)N1CCCCC1)N(C)CC(=O)Nc1ccc(Cl)cc1 (stereo not given)	-5%	?	-12%	3%	21%	-3%	?	6%	-12%
COc1ccccc1-n1c(SCC(=O)O)nc2sc3c(c2c1=O)CCC3	-34%	1%	-12%	-6%	?	0%	-15%	?	-12%
CCCc1nc(NCCCOCC)c2nnn(Cc3ccccc3)c2n1	-6%	17%	-14%	14%	2%	-9%	0%	4%	-28%
Cc1ccc(S(=O)(=O)N2C[C@@H]3CCCC[C@@H]3[C@@H](C)[C@H]2c2cn(Cc3ccccc3)c3ccc(F)cc23)cc1	6%	·	-18%	-20%	·	·	-5%	5%	·
COC(CN(C)C(=O)c1ccc(CS(=O)(=O)c2ccccc2C)o1)OC	2%	14%	-18%	-4%	62%	0%	-3%	22%	4%
CCOc1ccc(N(CC(=O)NCc2ccccc2Cl)S(=O)(=O)c2c(C)[nH]c(=O)[nH]c2=O)cc1	-2%&-25%	19%	-14%&-8%	4%	-21%&4%	-3%&-3%	-8%&-9%	65%&21%[activator]	-1%&-3%
COc1ccc(Cl)cc1NC(=S)Nc1ccccc1C	1%	·	-6%	14%	7%	-2%	14µM*	24%	-3%
CN1CCN(S(=O)(=O)c2ccc(NC(=O)COc3ccccc3Cl)cc2)CC1	6%	0%	-14%	5%	-2%	7%	-11%	-16%	-38%
COc1ccc(OC(C)C(=O)N2CCc3ccccc3C2)cc1 (stereo not given)	-3%	-1%[59 µM]	-5%	-8%	-10%	-4%	10%[57.1 µM]	12%	10%
CCOC(=O)c1c(C)noc1-c1ccc(Br)o1	-9%	56%[activator]	-23%	?	?	-6%	47%[activator]	41%[activator]	28%
COc1ccc(-c2nc(-c3ccc(O)cc3O)cs2)cc1OC	-14%	?	-17%	-8%	?	-10%	?	54%[activator]	?
Cc1ccc(NC(=O)Cn2c(=O)n(Cc3nc(-c4ccccc4)no3)c(=O)c3ccccc32)c(C)c1	-4%	-8%[59 µM]	-13%	·	-4%	-3%	-11%	11%	-6%

Three compounds from above, ordered by SMILES length, largest number first.
SMILES	POLK inh	G9a block	POLH inh	APEX1 inh	POLB inh	BLM inh	JMJD2A Tudor	POLI inh	BAZ2B inh
COc1ccc(C(=O)OC/C(O)=C(\C#N)c2nc3ccccc3[nH]2)cc1S(=O)(=O)N1CCOCC1	-15%	79µM*	?	-1%	43%	-1%	-10%	1%	2%
Cc1cc(C)c(NC(=O)C2CCCO2)c(C)c1NC(=O)C1CCCO1 (stereo not given)	-17%	5%	2%	40%	-1%	2%	-9%	18%	2%
CCOc1ccccc1NC(=O)c1cc2cc3cc(C)ccc3nc2s1	-4%[60.1 µM]	9%[59 µM]	-12%	·	-21%	1%	-15%	5%	2%
